Bim-Mcl-1 = human Bim-Mcl-1 interaction inhibition | 0.1% of 190,000 active | Bead-based flow cytometry, Bim peptide-Mcl-1 binding | Q07820 | inhibition, % at 10 µM | AID 1009;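 note: 0% = no compound tracer wells and 100% = peptide blocker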
GSH bead fluor = compound fluoresces at 488/530 nm on GSH beads | GSH beads flow cytometry, compound fluorescence 488/530 nm; hits give high values | fluorescence (KMESF) at 10 µM | 0.25% of 190,000 active | AID 1776; in the data active = fluorescence above about 89;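 note: glutathione beads carrying GST-tagged Bcl family fusion proteins plus one bare bead set; values are compound well signal with DMSO vehicle wells as background; inactives centre near 16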
RGS8-Gao reg = modulates binding of RGS8 to human Galphao | multiplexed bead flow cytometry; actives lie on both sides | response (percent of control binding), % at 10 µM | 0.34% of 220,000 active | AID 1423; in the data active = response below about 60% or above about 140%; inactive = in between;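 note: Galphao activated as the GDP aluminium fluoride complex binding bead-coupled RGS8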
Bim-Bfl-1 = human Bim-Bfl-1 interaction inhibition; Bead-based flow cytometry, Bim-Bfl-1 binding inhibition; AID 1008; Q16548; 0.12% of 190,000 active; inhibition, % at 10 µM;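 note: 0% = wells without compound plus tracer and 100% = blocker peptide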
Bim-Bcl-B = human Bim-Bcl-B interaction inhibition; bead-based flow cytometry, Bim peptide-Bcl-B binding; inhibition, % at 10 µM; 0.073% of 190,000 active;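 note: 0% = tracer peptide without compound and 100% = reference inhibitor peptide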
Target sequence (Q9HD36 whole entry, looked up): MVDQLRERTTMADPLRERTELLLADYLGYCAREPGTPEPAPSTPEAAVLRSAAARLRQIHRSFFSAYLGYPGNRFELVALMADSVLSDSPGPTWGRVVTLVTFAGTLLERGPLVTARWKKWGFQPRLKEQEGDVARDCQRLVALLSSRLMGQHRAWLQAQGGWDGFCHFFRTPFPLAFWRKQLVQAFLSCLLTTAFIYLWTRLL
Bcl-W Bim block = inhibitors of Bim-Bcl-W interaction, human; 0.02% of 190,000 active; Q92843; inhibition, % at 10 µM; AID 952; bead-based flow cytometry, Bim peptide-Bcl-W binding;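 note: 0% = bound tracer without compound and 100% = peptide blocker; higher means less fluorescent Bim peptide bound to Bcl-W beads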
Target sequence (Q92843 whole entry, looked up): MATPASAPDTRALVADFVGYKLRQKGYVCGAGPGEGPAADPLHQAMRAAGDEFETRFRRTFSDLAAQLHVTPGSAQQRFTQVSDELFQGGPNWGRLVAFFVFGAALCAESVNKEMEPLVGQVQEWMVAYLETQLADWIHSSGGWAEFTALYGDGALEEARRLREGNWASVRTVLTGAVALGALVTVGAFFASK
Mcl1 Bid PPI = Mcl-1/Bid interaction inhibition. 0.97% of 220,000 active. inhibition, % at 21.7 µM. TR-FRET Mcl-1/Bid-Dy647 peptide binding, 1536-well;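 active = compounds that cut the binding signal by more than half at the single screening dose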;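 note: His-tagged Mcl-1 with europium anti-His antibody binding Bid BH3 peptide; 0% = Mcl-1 plus peptide wells and 100% = peptide-only wells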
Bim-Bcl-XL = inhibitors of Bim-Bcl-XL interaction, human; Q07817; Bim peptide-Bcl-XL binding, bead flow cytometry, fluorescence; inhibition, % at 10 µM; 0.04% of 190,000 active; AID 1007
RGS4-Gao reg = human RGS4-Galphao interaction regulation; P09471; Multiplexed bead flow cytometry, RGS4-Galphao binding; actives lie on both sides; binding response (% of control), % at 10 µM; 0.33% of 220,000 active; in the data active = binding response below about 49% or above about 150%; inactive = in between;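 note: fluorescent Galphao activated with aluminum fluoride binding bead-coupled RGS4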
RGS7-Gao = regulators of human RGS7-Galphao interaction. Multiplexed bead flow cytometry, RGS7-Galphao binding; actives lie on both sides. 0.35% of 220,000 active. AID 1439. P09471. binding response (% of control), % at 10 µM; in the data active = binding response below about 49% or above about 150%; inconclusive = no clear call, values can overlap the other calls; inactive = in between;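 note: fluorescent Galphao held in activated GDP-AlF4 state binding bead-coupled RGS7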
Bcl-2 Bim block = inhibitors of Bim-Bcl-2 interaction, human. P10415. 0.06% of 190,000 active. Bead-based flow cytometry, Bim peptide-Bcl-2 binding. inhibition, % at 10 µM. AID 950; in the data active = inhibition above about 40%; inconclusive = no clear call, values can overlap the other calls;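 note: 0% = no compound wells with probe peptide and 100% = reference peptide inhibitor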
Target sequence (P10415 whole entry, looked up): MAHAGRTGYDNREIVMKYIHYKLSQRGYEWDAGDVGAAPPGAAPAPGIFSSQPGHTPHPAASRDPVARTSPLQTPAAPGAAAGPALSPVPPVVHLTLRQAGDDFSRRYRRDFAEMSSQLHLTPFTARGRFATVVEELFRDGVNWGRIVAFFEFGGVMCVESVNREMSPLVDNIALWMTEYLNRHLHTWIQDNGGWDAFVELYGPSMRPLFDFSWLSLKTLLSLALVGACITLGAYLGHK
Active calls of the source: *; ? = inconclusive; . = no result given. Cut-off read from the data, not from the text of the source, unless noted: active = inhibition above about 40%. The list is partial; count on the stated rates, not on these rows.

SMILES	Bim-Mcl-1	GSH bead fluor	RGS8-Gao reg	Bim-Bfl-1	Bim-Bcl-B	Bcl-W Bim block	Mcl1 Bid PPI	Bim-Bcl-XL	RGS4-Gao reg	RGS7-Gao	Bcl-2 Bim block
CN1CC[C@@]23CCCC[C@@H]2[C@@H]1Cc1ccc(O)cc13	-1.0	20	82.8	0.0	-5.0	0.0	-1.2	0.0	97.5	100.5	0.0
CCN(CC)CCOC(=O)C(O)(c1ccccc1)c1ccccc1	-2.0	22	100.0	-4.0	0.0	-1.0	3.2	-3.0	104.1	103.7	2.0
CCOC(=O)c1nc2ccccc2c(=O)n1-c1ccc(C)cc1C	-1.0	11	99.3	-3.0	-7.0	-3.0	-5.2	-3.0	98.9	100.4	-4.0
CCOC(=O)C1C2NC(=O)N(Cc3ccccc3)C1(C)Oc1c(OC)cccc12 (stereo not given)	2.0	33	100.0	-1.0	0.0	2.0	.	2.0	100.3	100.7	2.0
CCOC(=O)C1=C(N)Oc2c(c(=O)oc3ccccc23)C12C(=O)N(C)c1ccccc12 (stereo not given)	-4.0	23	102.4	-3.0	0.0	0.0	23.1	0.0	92.6	95.9	-6.0
C[C@H]1C[C@@H](C)C(=O)[C@@H]([C@H](O)CC2CC(=O)NC(=O)C2)C1	-3.0	22	104.4	-4.0	1.0	1.0	-4.8	2.0	107.5	103.0	-5.0
O=C(CN1CC=C(c2ccccc2)CC1)NC(=O)NC1CCCCC1	-3.0	14	90.8	-1.0	-3.0	-4.0	-13.0	-5.0	92.5	90.7	-5.0
O=C1NC(=O)C2(Cc3ccccc3N3CCCC32)C(=O)N1c1ccc(Cl)cc1 (stereo not given)	-6.0	25	98.2	-22.0	-10.0	-3.0	-36.7	-11.0	95.3	99.7	-12.0
CC(C)OP(=O)(O)NC(=O)c1ccccc1	0.0	13	95.8	-4.0	-6.0	0.0	13.7	-1.0	93.7	92.7	-2.0
Cc1cccc(CN2CCN(c3ccc(Cl)cc3)CC2)c1	-2.0	12	100.2	-5.0	-3.0	-4.0	-8.7	-4.0	98.4	?	-6.0
Cc1cc(Br)ccc1N1C(=O)CC(=O)NC1=O	-11.0	23	99.5	-9.0	-5.0	-1.0	8.0	-23.0	98.0	94.2	-41.0
CN1CCN(c2c(F)cc([N+](=O)[O-])c(N)c2Br)CC1	-2.0	15	101.7	3.0	0.0	0.0	-43.2	1.0	99.8	?	-1.0
O=C(C1CC(c2ccc(Cl)c(Cl)c2)=NO1)N1CCC2(CC1)OCCO2 (stereo not given)	2.0	37	101.6	-9.0	-7.0	3.0	0.1	3.0	104.2	98.5	-7.0
Cc1cc(Br)c(NC(=O)CN2CC=C(c3ccccc3)CC2)c(Br)c1	-1.0	15	102.2	-1.0	-8.0	-1.0	-11.0	0.0	100.3	100.2	-1.0
CNCC1(c2ccccc2)CCCC1	2.0	30	100.3	-2.0	3.0	1.0	-4.4	0.0	101.8	99.8	1.0
O=C1NC(=O)N(c2ccc(F)cc2)C(=O)/C1=C/c1ccsc1	3.0	12	89.2	-6.0	0.0	-1.0	-10.8	0.0	92.2	?	5.0
C[N+]1(C)C2CCC1CC(OC(=O)C(CO)c1ccccc1)C2 (stereo not given)	0.0	11	105.3	-6.0	-4.0	1.0	-14.1	-3.0	102.2	106.0	-2.0
COC1CCCCC1NCCc1ccccc1 (stereo not given)	-2.0	12	100.4	1.0	-2.0	-3.0	13.2	-3.0	101.7	98.3	0.0
COc1ccc2[nH]cc(CCN)c2c1	-1.0	18	96.1	0.0	-1.0	0.0	-33.5	-2.0	95.8	98.5	0.0
CN1/C(=C\C=Nc2ccccc2)C(C)(C)c2ccccc21	-5.0	23	103.5	-12.0	-5.0	-2.0	-13.2	-6.0	104.5	105.5	-12.0
CC12CN3CCN(CC(C3)C1O)C2 (stereo not given)	3.0	7	97.8	-6.0	-3.0	2.0	-33.8	-2.0	99.3	98.5	-3.0
CN(C)c1nc(OCCNC(=O)COc2ccc(Cl)cc2Cl)nc(N2CCCCC2)n1	3.0	26	100.2	-11.0	-1.0	2.0	-11.1	-2.0	97.9	100.3	1.0
O=C1NC(=S)N(c2ccccc2)C(=O)C1C(c1ccncc1)C1C(=O)NC(=S)N(c2ccccc2)C1=O (stereo not given)	-1.0	12	106.1	-5.0	-7.0	-2.0	-18.2	-5.0	110.3	118.4	-4.0

12 entries out of the list, sorted by SMILES length, lowest first.
SMILES	Bim-Mcl-1	GSH bead fluor	RGS8-Gao reg	Bim-Bfl-1	Bim-Bcl-B	Bcl-W Bim block	Mcl1 Bid PPI	Bim-Bcl-XL	RGS4-Gao reg	RGS7-Gao	Bcl-2 Bim block
COc1ccc2[nH]cc(CCN)c2c1	-1.0	18	96.1	0.0	-1.0	0.0	-33.5	-2.0	95.8	98.5	0.0
Cc1cccc(CN2CCN(c3ccc(Cl)cc3)CC2)c1	-2.0	12	100.2	-5.0	-3.0	-4.0	-8.7	-4.0	98.4	?	-6.0
CCN(CC)CCOC(=O)C(O)(c1ccccc1)c1ccccc1	-2.0	22	100.0	-4.0	0.0	-1.0	3.2	-3.0	104.1	103.7	2.0
CCOC(=O)c1nc2ccccc2c(=O)n1-c1ccc(C)cc1C	-1.0	11	99.3	-3.0	-7.0	-3.0	-5.2	-3.0	98.9	100.4	-4.0
C[N+]1(C)C2CCC1CC(OC(=O)C(CO)c1ccccc1)C2 (stereo not given)	0.0	11	105.3	-6.0	-4.0	1.0	-14.1	-3.0	102.2	106.0	-2.0
CN1CCN(c2c(F)cc([N+](=O)[O-])c(N)c2Br)CC1	-2.0	15	101.7	3.0	0.0	0.0	-43.2	1.0	99.8	?	-1.0
O=C1NC(=O)N(c2ccc(F)cc2)C(=O)/C1=C/c1ccsc1	3.0	12	89.2	-6.0	0.0	-1.0	-10.8	0.0	92.2	?	5.0
CN1CC[C@@]23CCCC[C@@H]2[C@@H]1Cc1ccc(O)cc13	-1.0	20	82.8	0.0	-5.0	0.0	-1.2	0.0	97.5	100.5	0.0
Cc1cc(Br)c(NC(=O)CN2CC=C(c3ccccc3)CC2)c(Br)c1	-1.0	15	102.2	-1.0	-8.0	-1.0	-11.0	0.0	100.3	100.2	-1.0
CCOC(=O)C1C2NC(=O)N(Cc3ccccc3)C1(C)Oc1c(OC)cccc12 (stereo not given)	2.0	33	100.0	-1.0	0.0	2.0	.	2.0	100.3	100.7	2.0
CN(C)c1nc(OCCNC(=O)COc2ccc(Cl)cc2Cl)nc(N2CCCCC2)n1	3.0	26	100.2	-11.0	-1.0	2.0	-11.1	-2.0	97.9	100.3	1.0
CCOC(=O)C1=C(N)Oc2c(c(=O)oc3ccccc23)C12C(=O)N(C)c1ccccc12 (stereo not given)	-4.0	23	102.4	-3.0	0.0	0.0	23.1	0.0	92.6	95.9	-6.0

Screening results as filed in PubChem BioAssay.
